Compound activity deposited in PubChem BioAssay by Small Molecule Screening Facility, UW Madison.
RMI-FANCM inh – disruptors of RMI1/RMI2 association with MM2 peptide – biochemical, fluorescence polarization, human, primary screen; AID 1159607, 2016; FP signal (polarization) at 33 µM; RMI core complex (RMI1/RMI2) binding to FANCM MM2 peptide, human; 0.58% of 70,000 active; RMI core complex with F-MM2 peptide; stronger effect = lower value; in the data active = FP signal below about 40; also: inactives centre near 61; strong numbers were not always called active; unit not given here
* = called active by the depositor; & = joins results of further samples.

SMILES	RMI-FANCM inh
Cn1c(=O)n(CC(=O)NCC2CCCO2)c(=O)c2c(N3CCN(C(=O)C4CC4)CC3)ccnc21 (configuration not stated)	61
O=C(CSc1ccc(Cl)cc1)Nc1nnc(-c2cc(Cl)ccc2Cl)o1	55
O=C(CSCc1ccccc1)Nc1nc(CN2CCc3ccccc3C2)cs1	81
OCCN1CCN(c2ncc(Cl)cc2C(F)(F)F)CC1	51
CN(C)c1ccc(/C=N\N)cc1	64
CCc1cc(C(c2cccc(F)c2)N2CCN(CCO)CC2)c(NC(=O)c2ccccc2)s1 (configuration not stated)	61
Cc1ccc(S(=O)(=O)Nc2ccc3oc4ncccc4c(=O)c3c2)cc1	53
CCOc1ccccc1/C=N\NC(=O)CNC(=O)c1cccs1	84
Cc1ccccc1C(=O)Nc1ccc2c(c1)CC(=O)N2	54
O=C(NC1CC1)C1CCCN(c2ccc(-c3ccc(F)cc3)nn2)C1 (configuration not stated)	61
CCCCS(=O)(=O)NCCn1ncc2c(N3CCN(c4ccccc4)CC3)ncnc21	60
Cc1c(C)n2c3c(=O)[nH]c(=O)n(C)c3nc2n1CCN1CCN(C(=O)c2ccco2)CC1	53
Cn1nccc1-c1nnc(NC(=O)/C=C\c2ccc3c(c2)OCO3)o1	70
Cc1nc(-c2cccnc2)nc(N2CCCN(c3ccc(C(F)(F)F)cn3)CC2)c1Cl	52
O=C(CSc1nnc2sc3ccccc3n12)NCc1ccco1	55
CS(=O)(=O)Nc1ccc(N2CCCC2=O)cc1	65
Cc1ccc(NC(=O)C(=O)NCCc2ccc3c(c2)CCCN3C)cc1F	55
CCOc1ccc(NC(=O)Cc2csc(Nc3ccccc3)n2)cc1	63
Cc1c(C(=O)Nc2nc3ccc(F)cc3s2)sc2nc(-c3ccccc3)cn12	53
COc1cc(Nc2ccc(NC(=O)Nc3cccc(C)c3)cc2)nc(C)n1	54
Cn1c(C2CCCN(S(C)(=O)=O)C2)nn(CC(=O)NCc2ccccc2Cl)c1=O (configuration not stated)	62
O=C(O)/C(=C/c1cccc([N+](=O)[O-])c1)c1ccccc1	55
CC1=CC(=NS(=O)(=O)c2cccc([N+](=O)[O-])c2)C=CC1=O	-23*
Cc1ccc(N2C(=O)c3ccc(C(=O)N4c5ccccc5CC4C)cc3C2=O)cc1 (configuration not stated)	69
CCN(CC)c1ccc(C(=O)OCC(=O)c2ccc(Cl)cc2)cc1	61
CC(=O)c1cccc(NC(=O)Cc2csc(NC(=O)Nc3ccccc3)n2)c1	72
CC(C)(O)C(=O)OCC(=O)c1ccc(Cl)cc1	44
O=C1OC(c2ccccc2)=N/C1=C\c1ccc(/C=C2\N=C(c3ccccc3)OC2=O)cc1	71
O=S(=O)(NCCS(=O)(=O)N1CCN(c2ccccc2)CC1)c1cccs1	54
COc1cn2c(cc1=O)C(=O)N(CCNC(=O)c1ccc[nH]c1=O)CC2	62
NC(N)=NC(N)=Nc1ccc(F)cc1F	62
CCCS(=O)(=O)N1CCc2ccc(NC(=O)COc3ccc(Cl)cc3Cl)cc2C1	63
CC(=O)Nc1ccc(S(=O)(=O)N2C(C)CCCC2C)cc1 (configuration not stated)	56
CN(C/C=C/C#CC(C)(C)C)Cc1cccc2ccccc12	59
COc1ccc(CN2CCN(C(=S)Nc3ccccc3)CC2CCO)cc1OC (configuration not stated)	55
CCOc1ccc(C(=O)Nc2cccc(-c3ccc4nnc(C)n4n3)c2)cc1	67
COc1ccccc1-c1ccc(N2CCN(C(=O)NCc3ccccc3)CC2)nn1	67
CCN1CCN(C(=O)NC(C(=O)NC2C(=O)N3C(C(=O)O)=C(CSc4nnnn4C)CSC23)c2ccc(O)cc2)C(=O)C1=O (configuration not stated)	64
CC1C(=O)NCCN1C(=O)c1cc2ccccc2oc1=O (configuration not stated)	68
C#CCn1c(=NC(=O)C2COc3ccccc3O2)sc2cccc(C)c21 (configuration not stated)	88
Cc1ccc(C2(c3ccc(O)cc3)CCCCC2)cc1	54
Cn1cc(C(=O)N2CCN(c3ccccc3Cl)CC2)c2nn(-c3ccccc3)c(=O)c-2c1	55
CC(C)=CCCC1(C)C=Cc2c(O)c3c(c(CC=C(C)C)c2O1)OC12C(=CCCC1C(C)(C)O[C@@]2(C/C=C(\C)C(=O)O)C(=O)O)C3=O (some centres not stated)	60
CCCCCCCC(=O)NN1C(=O)/C(=C/c2ccc(OC)cc2)SC1=S	53
CC(=O)Nc1ccc2nc(N3CCN(C)CC3)sc2c1	62
CCN(CC)c1ccc(N=Nc2ccc(Br)cn2)c(O)c1	56
Clc1ccc(-c2csc(-c3ccc(-c4csnn4)cc3)n2)s1	57
COCCn1c(=NC(=O)/C=C/c2cccc([N+](=O)[O-])c2)sc2cc(Br)ccc21	33
Cc1nnc(NC(=O)CN2CCN(Cc3nc(C(C)(C)C)cs3)CC2)s1	61
N#Cc1c(-c2ccc3c(c2)OCO3)nc(N2CCCCC2)[nH]c1=O	23*

Molecules from the list above with a nitro group on carbon, in the order listed:
SMILES	RMI-FANCM inh
O=C(O)/C(=C/c1cccc([N+](=O)[O-])c1)c1ccccc1	55
CC1=CC(=NS(=O)(=O)c2cccc([N+](=O)[O-])c2)C=CC1=O	-23*
COCCn1c(=NC(=O)/C=C/c2cccc([N+](=O)[O-])c2)sc2cc(Br)ccc21	33

Additional results follow.
SMILES	RMI-FANCM inh
COc1ccc(OC)c2[nH]c(=O)c(CCNC(=O)C3(c4ccc(Cl)cc4)CCCC3)cc12	59
O=C(COc1ccc(F)cc1F)NCCOc1ccc(F)cc1	61
Cc1cc(C)cc(NC(=O)CCS(=O)(=O)c2ccc(F)cc2)c1	54
CC1CCC(C(=O)NC(C(=O)N2CCN(c3ccccn3)CC2)C(C)C)CC1 (configuration not stated)	59
Cc1oc2nc(SCC(=O)Nc3nccs3)nc(NC(=O)c3ccccc3)c2c1C	68
Cc1cc(C(=O)Nc2nc(-c3cc4ccccc4oc3=O)cs2)no1	52
CCOC(=O)c1cnn(Cc2ccccc2Cl)c1N	55
Cc1cc(C)c2c(n1)sc1c(=O)n(CC(=O)NCc3ccccc3Cl)cnc12	127
CCC1NCCNC1=O (configuration not stated)	60
O=C(CSCc1csc2ccc(Cl)cc12)Nc1ccccc1Cl	62
Cc1nnc2ccc(OCCNS(=O)(=O)c3ccc(-c4ccccc4)cc3)nn12	71
O=C(Nc1nc2cc3c(cc2s1)OCCO3)c1ccc([N+](=O)[O-])o1	69
Cc1ccccc1Cn1cc(S(=O)(=O)CC(=O)Nc2cccc(C)c2C)c2ccccc21	68
CCc1cccc(CC)c1NC(=O)CC(NCCC1=CCCCC1)C(=O)O (configuration not stated)	54
CC(C)N1CCc2c(sc(NC(=O)c3ccc(S(=O)(=O)N(C)CC4CCCO4)cc3)c2C(N)=O)C1 (configuration not stated)	78
COc1ccc(-c2noc(CSc3nc(-c4ccccc4)cc(=O)[nH]3)n2)cc1	62
COc1ccc2sc(Nc3nc(-c4ccccn4)cs3)nc2c1	78
CC(Oc1ccccc1)C(=O)Nc1nc(CN2CCc3ccccc3C2)cs1 (configuration not stated)	65
O=C(NCc1cccc(I)c1)N1CCOCC1	59
Cc1ccc(C(CNC(=O)C(=O)NCCc2c[nH]c3ccccc23)N2CCN(C)CC2)cc1 (configuration not stated)	54
COC(=O)c1ccc(CSc2nnc(CNC(=O)c3cccc([N+](=O)[O-])c3C)o2)o1	55
CCOC(=O)CC(=O)Nc1ccsc1C(N)=O	63
Cc1c(N(C)CS(=O)(=O)O)c(=O)n(-c2ccccc2)n1C	56&51
CCc1cc(C(=O)OC)c(NC(=O)CC2Nc3cccc4cccc(c34)NC2=O)s1 (configuration not stated)	42
CCS(=O)(=O)Nc1cccc(C2=NN(S(=O)(=O)c3ccc(OC)cc3)C(c3cccc(F)c3)C2)c1 (configuration not stated)	98
O=C1c2ccccc2C(=O)N1CCCCN(C(=O)/C=C/c1cccc([N+](=O)[O-])c1)c1ccc(Cl)cc1	63
Cc1ccccc1NC(=S)NC(=O)c1cc2c(C)cn(-c3ccccc3)c2s1	60
CC(=O)Nc1ccc(NC(=O)c2sccc2S(=O)(=O)N(C)c2ccccc2)cc1	61
COc1cccc(OC)c1C(=O)NCCS(=O)(=O)N1CCN(c2ccccn2)CC1	62
Cc1cccc2nc(-c3cc4ccccc4s3)oc(=O)c12	49

3 entries drawn at random from those above, as already listed:
SMILES	RMI-FANCM inh
CC(Oc1ccccc1)C(=O)Nc1nc(CN2CCc3ccccc3C2)cs1 (configuration not stated)	65
COCCn1c(=NC(=O)/C=C/c2cccc([N+](=O)[O-])c2)sc2cc(Br)ccc21	33
CC(=O)Nc1ccc(S(=O)(=O)N2C(C)CCCC2C)cc1 (configuration not stated)	56

Marked active in RMI-FANCM inh, of those listed so far:
SMILES	RMI-FANCM inh
CC1=CC(=NS(=O)(=O)c2cccc([N+](=O)[O-])c2)C=CC1=O	-23*
N#Cc1c(-c2ccc3c(c2)OCO3)nc(N2CCCCC2)[nH]c1=O	23*

Next records follow:
SMILES	RMI-FANCM inh
COc1cccc(C(=O)CSc2ccc(NC(=O)c3cccs3)nn2)c1	66
Cc1nc(C(F)(F)F)ccc1NC(=O)C(F)(F)Sc1ccccc1	55
CC(C)(C)c1cc(C(=O)/C=c2/[nH]c(=O)/c(=C/c3ccc(Cl)cc3)s2)no1	74
COc1cccc(-c2csc(-n3nc(C)cc3NC(=O)c3cccc(C)c3)n2)c1	74
COc1ccc(OC)c2sc(N(Cc3ccco3)C(=O)c3cc(C)n(C)n3)nc12	56
Cc1n[nH]c(=O)nc1NCc1cccnc1	63
O=C(c1ccc(=O)n(Cc2cccc(F)c2)n1)N1CCN(Cc2ccccc2)CC1	59
O=C(Cn1cc(-c2nnc(-c3ccccc3)o2)c2ccccc21)N1CCc2ccccc21	84
COc1cc([N+](=O)[O-])c(OC)cc1SCC(=O)NNC(=S)Nc1cccc(Cl)c1C	54
Cc1cc(C)c(C(=O)Nc2ccccc2)c(CC(C)(C)C(=O)O)c1	57

Three of the entries above in order of the RMI-FANCM inh value, ascending:
SMILES	RMI-FANCM inh
COc1cc([N+](=O)[O-])c(OC)cc1SCC(=O)NNC(=S)Nc1cccc(Cl)c1C	54
Cc1nc(C(F)(F)F)ccc1NC(=O)C(F)(F)Sc1ccccc1	55
O=C(Cn1cc(-c2nnc(-c3ccccc3)o2)c2ccccc21)N1CCc2ccccc21	84

The listing continues:
SMILES	RMI-FANCM inh
O=C(Cn1cnc2c(cnn2C2CCS(=O)(=O)C2)c1=O)Nc1ccc(F)c(Cl)c1 (configuration not stated)	63
O=C(NCCCn1ccnc1)c1ccc2nc(-c3ccccc3)c(-c3ccccc3)nc2c1	59
COC(=O)NCc1nc2ccccc2n1C	53
Cc1[nH]nc2c1C(CCc1ccccc1)C(C#N)=C(N)O2 (configuration not stated)	61
Cc1ccc(C)c(N2CC(O)(c3cccs3)[N+]3=C2SCCC3)c1 (configuration not stated)	80
O=C(CCc1csc(NC(=O)NC2CCCCC2)n1)NCCc1c[nH]c2ccccc12	64
CC(C)c1ccc(/C=C\C(=O)Nc2ncc(Cc3ccc(F)cc3)s2)cc1	77
CCc1ccccc1NC(=O)C1(c2cccs2)CCCC1	58
O=C(O)CC1(CC(=O)Nc2cc(C(F)(F)F)cc(C(F)(F)F)c2)CCCCC1	59
O=C(NC(C(=O)NCCN1CCOCC1)C12CC3CC(CC(C3)C1)C2)C1CCCCC1 (configuration not stated)	57
CCOC(=O)c1c(NC(=O)CCN2CCN(C)CC2)sc2c1CCCCC2	78
O=C(NC1=NCCS1)c1ccc([N+](=O)[O-])o1	56
O=C(NCc1ccc(F)cc1)c1sccc1S(=O)(=O)N1CCN(c2ccc(Cl)cc2)CC1	63
CCOc1ccc(NC(=O)CCc2csc(NC(=O)c3ccc[nH]c3=O)n2)cc1	60
O=C(c1ccc([N+](=O)[O-])cc1)N1CC(Oc2ccc(Cl)cc2)C1	57
O=C(Nc1nncs1)c1ccc(S(=O)(=O)NC2CC2)cc1	63
O=C(O)CN(CC(=O)Nc1ccc2c(c1)OCCCO2)Cc1ccccc1	55
CC(=O)O[C@@H]1CC2C(C)(C)C(=O)CC[C@]2(C)C2CC[C@@]3(C)[C@H](c4ccoc4)OC(=O)C4OC43[C@@]21C (some centres not stated)	60
FC(F)(F)c1cc(-c2cccs2)nc2cc(-c3ccco3)nn12	58
COC(=O)Nc1ccc(S(=O)(=O)N2CCCC(C(F)(F)F)C2)cc1 (configuration not stated)	55
CCOc1ccc(CC(=O)Nc2c(C)nc3sc(C)c(C)n3c2=O)cc1	63
COc1ccc2nc(-c3ccc(NS(=O)(=O)c4cccs4)cc3)cn2n1	74
COC(=O)c1ccc(NC(=O)Cn2c(=O)n(Cc3ccc(Cl)cc3)c(=O)c3ncccc32)cc1	57
CC(NC(=O)C1CCCCC1)C(c1cccs1)N1CCOCC1 (configuration not stated)	63
Cc1ccnc(NS(=O)(=O)c2ccc(NC(=O)c3ccc([N+](=O)[O-])o3)cc2)n1	61
Cc1ccc2nc(-c3ccc(NC(=O)c4cc5cc([N+](=O)[O-])ccc5s4)cc3)sc2c1	64
CN(C)CCn1c2c(c(SCC(=O)Nc3ccccc3[N+](=O)[O-])nc1=O)CCCC2	55
CCCc1ccc(NC(=O)CC2SC(=Nc3ccc(C4CCCCC4)cc3)NC2=O)cc1 (configuration not stated)	60
COc1c(C2COc3cc4c(cc3C2=O)CC(O)C(C)(C)O4)ccc2c1CCC(C)(C)O2 (configuration not stated)	60
O=S(=O)(c1cc(Cl)c(Cl)s1)N1CCN(c2cc(C(F)(F)F)ccn2)CC1	57&56
CN1CCN(C(=O)C2CCCN(c3ccc(-c4ccccc4)nn3)C2)CC1 (configuration not stated)	62
C=CCn1c(SCC(=O)Nc2sc3c(c2C#N)CCCCC3)nc2scc(-c3ccco3)c2c1=O	82
CS(=O)(=O)c1ccc(CC(=O)N(Cc2ccccc2)c2nc3c(F)cccc3s2)cc1	55

A portion of the library; rates above refer to the full screens.
